SRC1 TRFRET art: flags TR-FRET format artefacts in PPARgamma SRC-1 recruitment agonist screen; TR-FRET detection artefact counter-screen, emission ratio; active compounds read high; TR-FRET ratio at 8 µM; actives 0.34% (n = 99,000); in the data active means TR-FRET ratio above about 2300; further: inactives centre near 1800; reference of the scale not given here
SRC3 TRFRET art: flags TR-FRET format artefacts in PPARgamma SRC-3 recruitment agonist screen. TR-FRET artefact counter-screen, PPARgamma/SRC-3 format; active compounds read high. TR-FRET ratio at 8 µM. actives 0.39% (n = 99,000). AID 1048; in the data active means TR-FRET ratio above about 2000; further: inactives centre near 1600; reference of the scale not given here
Numbers without * were called inactive. Not all compounds are listed, so the mix of outcomes need not match the whole.

SMILES,SRC1 TRFRET art,SRC3 TRFRET art
CCC(C)(NC(=O)c1ccccn1)C(=O)NC1CCCC1 (stereo not drawn),1799,1438
COc1ccc(CN(Cc2ccc(C(=O)O)cc2)C(=S)Nc2cc(C)cc(C)c2)cc1OC,1749,1514
Cc1ccc(S(=O)(=O)/N=C(/c2ccccc2)N2CCOCC2)cc1,1936,1323
CN1N=C(C(=O)N2CCCC(C(=O)c3cccc(C(F)(F)F)c3)C2)CCC1=O (stereo not drawn),1561,1419
COc1ccccc1C(=O)OCC(=O)Nc1ccc(Cl)cn1,1958,1588
COc1ccc(-n2nc(C(=O)NCC(=O)N3CCN(c4ccccn4)CC3)c3ccccc3c2=O)cc1Cl,1887,1450
Cc1ccc(S(=O)(=O)NC(C(=O)Oc2ccc3c(C(F)(F)F)cc(=O)oc3c2)c2ccccc2)cc1 (stereo not drawn),1671,1653
O=C(NCCN1CCCC1)c1ccccc1Cl,1824,1560
O=C(Nc1ccccc1NC(=O)c1csnn1)c1csnn1,1632,1668
COc1ccc(C(=O)NC2CCN(C(=S)Nc3ccccc3C)CC2)cc1,1868,1604
CN(C)S(=O)(=O)c1cc(C(=O)NCc2ccccc2)c(Cl)cc1Cl,1407,1573
O=C(O)c1ccc(Cn2cnc3scc(-c4ccccc4)c3c2=O)cc1,1826,1769
CCOC(=O)CC(c1ccc([N+](=O)[O-])cc1)n1c(C)ccc1C (stereo not drawn),1707,1564
CCC(C)NC(=O)/C=C/c1cccs1 (stereo not drawn),1840,1547
Nc1ccc(C(=O)OCC(=O)Nc2ccc([N+](=O)[O-])cc2C(F)(F)F)cc1,2098,1918
COCC(=O)N1CCC(Oc2ccc(C(=O)NCc3cnc(C)cn3)cc2)CC1,1810,1479
CC1CC(C)CN(C(=O)Cc2c(C(=O)O)[nH]c3ccc(Cl)cc23)C1 (stereo not drawn),1955,1495
COCC1CCN(Cc2cn[nH]c2-c2cc(OC)c(OC)c(OC)c2)CC1,2018,1681
Cc1c(C)n(CCc2c[nH]c3ccccc23)ccc1=O,1662,1473
Cc1[nH]c2ccccc2c1N=Nc1c(C)n(C)n(-c2ccccc2)c1=O,1983,1572
CC(C)(C)n1nc2c(c1NC(=O)COc1ccc(Cl)cc1)CS(=O)(=O)C2,1819,1688
CCOc1cc(N2CCOCC2)c(OCC)cc1NC(=O)CN1C(=O)NC2(CCCCCCC2)C1=O,1899,1627
CCOc1cccc(OCCOc2ccc(C(=O)c3ccccc3)cc2)c1,1820,1327
O=C(NCc1ccncc1)c1cccc(F)c1,1990,1509
COC(=O)C1=NNC2(c3ccc(C)cc3)C(=O)N(c3ccc(C)cc3)C(=O)C12 (stereo not drawn),2025,1551
COC(=O)CC1C(=O)NCCN1C(=O)CSc1nnnn1-c1ccc(OC)cc1 (stereo not drawn),1817,1631
O=C(Nc1ccc(OC(F)F)c(Cl)c1)C(c1ccccc1)c1ccccc1,1709,1915
O=C(NCC(c1cccs1)N1CCOCC1)c1ccccc1NS(=O)(=O)c1ccc(Cl)c([N+](=O)[O-])c1 (stereo not drawn),1704,1455
C=C1CC(C(=O)N/N=C/c2ccc(O)cc2)C1,1920,1716
Cc1ccc(Nc2ccc(C(N)=O)cc2[N+](=O)[O-])cc1C,1803,1563
C=CCC1(CC=C)CCCN1C(=O)CC1C(=O)NCCN1Cc1cccc(OC)c1OC (stereo not drawn),1884,1777
Cc1ccc(S(=O)(=O)Nc2cccc(Oc3cnccn3)c2)cc1,1849,1640
Cc1ccc(C)c(S(=O)(=O)Nc2ccccc2C(=O)Nc2cc(C)on2)c1,1495,1465
O=[N+]([O-])c1ccccc1/C=N/NC1=NCCCCC1,1494,1377
O=S(=O)(CC12C3C4C5C1C2C(Br)(C43)C51OCCO1)c1ccccc1 (stereo not drawn),1794,1757
Cc1ccc(Nc2nnc(SCC(=O)NC(Cc3c[nH]c4ccccc34)C(=O)O)s2)cc1 (stereo not drawn),2048,1590
COc1ccccc1NC(=O)CS(=O)(=O)c1cn(CC(=O)N2CCOCC2)c2ccccc12,1452,1697
Cc1cc(OC(=O)c2ccc(S(=O)(=O)N(C)C)cc2)c([N+](=O)[O-])c(=O)[nH]1,1867,1596
S=C(Nc1ccc(Cl)c(Cl)c1)N1CCOCC1,1916,1608
COC(=O)c1ccc(S(=O)(=O)NCCSc2nnc3c4ccccc4n(C)c3n2)cc1,1919,1481
COc1ccc(/C=N/N2C(=O)c3ccccc3C2=O)cc1,1715,1408
Cc1cc2cc(CN(Cc3cccs3)S(=O)(=O)c3ccc4c(c3)OCCO4)c(=O)[nH]c2cc1C,1542,1620
Cn1nnc(NC(=S)NC(=O)Cc2ccccc2)n1,2065,1672
O=C(CNC(=O)c1cccs1)NCCN1CCN(c2ccccc2F)CC1,1751,1441
O=C(O)/C=C/C(=O)NNC(=O)c1cccc(Br)c1,1963,1540
CN(Cc1ccccc1)C(=O)c1ccc2c(c1)OCCO2,1566,1642
C/C(N)=C(/C#N)C(=O)COC(=O)Cc1coc2cc(C)ccc12,1731,1343
CC(C1CCN(Cc2nc(C3CC3)no2)CC1)N1CCOCC1 (stereo not drawn),1642,1817
CC(C)CN(C(=O)COC(=O)c1cc2ccccc2oc1=O)C1CCS(=O)(=O)C1 (stereo not drawn),1927,1325
COc1ccc(/C=C/C(=O)NCC(=O)N/N=C/c2cccnc2)cc1,2013,1765

One compound at a time, from the list above:
Profile of COC(=O)C1=NNC2(c3ccc(C)cc3)C(=O)N(c3ccc(C)cc3)C(=O)C12 (stereo not drawn) = SRC1 TRFRET art: 2025; SRC3 TRFRET art: 1551
Profile of CCOc1cc(N2CCOCC2)c(OCC)cc1NC(=O)CN1C(=O)NC2(CCCCCCC2)C1=O = SRC1 TRFRET art: 1899; SRC3 TRFRET art: 1627

(list continues)
SMILES,SRC1 TRFRET art,SRC3 TRFRET art
COc1ccc(Nc2nc3ccccc3s2)cc1,1675,1535
CN(C)c1ccc(C(C#N)c2ccc(Cl)cc2)nn1 (stereo not drawn),2081,1633
COC(=O)c1ccc(CNC(=O)c2coc3ccccc3c2=O)cc1,1425,1490
O=C1N=C(N2CCCC2C(=O)O)S/C1=C\c1ccco1 (stereo not drawn),1836,1507
COCCCNC(=O)CSc1nc2ccccc2c(=O)n1CCC(=O)NCCc1ccc(OC)c(OC)c1,1783,1628
O=C(/C=C/c1cccc([N+](=O)[O-])c1)NCCSCc1ccccc1Cl,1705,1644
CC(C)CCNc1nc(N)c([N+](=O)[O-])c(NCC2CCCO2)n1 (stereo not drawn),1489,1592
Cc1cccc(C(CC(=O)O)NC(=O)C(F)(F)F)c1 (stereo not drawn),1813,1559
Cc1nc(NCc2cccnc2)c2c3c(sc2n1)CCCC3,1603,1472
O=C(NC(=S)Nc1ccc(N2CCOCC2)c(Cl)c1)c1cccs1,1552,1437
COc1ccc(C(=O)NCc2nnc(SCC(=O)N3CCc4ccccc43)n2CCc2ccccc2)cc1,1872,1487
C=CCOc1ccccc1CNCc1ccc(F)cc1,1786,1528
COc1cccc(CC2(CO)CCCN(Cc3cn(C)c4ccccc34)C2)c1 (stereo not drawn),1744,1533
CCN(c1ccccc1)S(=O)(=O)c1ccc(NC(=O)c2ccco2)cc1,1868,1923
Brc1ccc(OCc2ccccc2)c(CNCC2CCCO2)c1 (stereo not drawn),1579,1379
CCOC(=O)C1C(=O)C=C(c2ccc(C)cc2)CC1c1ccc([N+](=O)[O-])cc1 (stereo not drawn),1730,1459
CCOc1cc2[nH]c(=S)n(C3CC3)c(=O)c2cc1OCC,1701,1585
COc1ccc(N2C(=O)/C(=C/c3cccnc3)NC2=S)cc1,1925,1787
O=C(CSc1nc2ccc(Cl)cc2[nH]1)NC1CCCc2ccccc21 (stereo not drawn),1660,1229
O=C(Cn1cc([N+](=O)[O-])cn1)Nc1cccnc1,1637,1566
Cc1cc(C)nc(SCC(=O)Nc2ncc(Cc3ccc(Cl)c(Cl)c3)s2)n1,1705,1392
CC(C)OCCCNC(=O)c1ccc(C2SCC(=O)N2Cc2ccco2)cc1 (stereo not drawn),1662,1379
Cc1nc(NC(=O)COC(=O)c2ccc(S(=O)(=O)N3CCc4ccccc4C3)cc2)c(Cl)cc1Cl,1620,1482
Cc1cc(C)n(CC(=O)N2N=C(C(F)F)CC2(O)C(F)F)n1 (stereo not drawn),1862,1713
N=C1C(=O)OCC1c1ccccc1NC(=O)Nc1ccccc1 (stereo not drawn),1910,1612

Quoted at random: 5 entries already listed.
SMILES,SRC1 TRFRET art,SRC3 TRFRET art
O=C(NCc1ccncc1)c1cccc(F)c1,1990,1509
O=C(/C=C/c1cccc([N+](=O)[O-])c1)NCCSCc1ccccc1Cl,1705,1644
O=C(O)/C=C/C(=O)NNC(=O)c1cccc(Br)c1,1963,1540
O=C(CSc1nc2ccc(Cl)cc2[nH]1)NC1CCCc2ccccc21 (stereo not drawn),1660,1229
CCC(C)(NC(=O)c1ccccn1)C(=O)NC1CCCC1 (stereo not drawn),1799,1438

The listing continues.
SMILES,SRC1 TRFRET art,SRC3 TRFRET art
COc1ccc(CNC(=O)CCNS(=O)(=O)c2ccc(Cl)cc2)cc1,1831,1922
COc1cccc(/C=N/NC(=O)c2cc(-c3cccn3C)n[nH]2)c1O,1743,1657
CCOC(=O)Cc1csc(/N=C/c2c(O)n(-c3ccc(C)cc3C)c(=O)c3ccccc23)n1,1667,1704
CCOC(=O)C1CCN(c2nc(-c3ccc(C)cc3)nc3ccccc23)CC1,1903,1536
NC(=O)Cc1ccc(C(=O)c2ccc(Cl)cc2)s1,1406,1555
COc1ccc(N)cc1-n1cnnn1,1832,1473
CNC(=O)CSc1nnc(-c2cccnc2)n1-c1ccc(C)cc1,1554,1331
O=C(NCCn1ccc2ccccc21)C1CCCCC1,1561,1491
C=CCC(c1ccccc1)N(C(C)=O)c1ccco1 (stereo not drawn),1774,1505
COc1ccc(CN2C(=O)/C(=C/c3ccncc3)SC2=S)cc1,1856,1631
Cc1ccc(/C(O)=C2\C(=O)C(=O)N(CC(C)O)C2c2ccccn2)cc1 (stereo not drawn),1920,1601
COc1cccc(CC(NC(C)=O)C(=O)NC2CCN(C(=O)C3CC3)CC2)c1OC (stereo not drawn),1673,1633
NC(=O)Cc1ccc2sc(-c3ccccc3)nc2c1,1908,1798
COc1cc(OC)cc(C2=NCCN2)c1,1918,1512
Cc1ccc(-c2nn(CC(=O)NCc3ccco3)c(=O)c3ccccc23)cc1,1974,1808
CCc1nnc(NC(=O)Cc2sc(C)nc2-c2ccc(C)cc2)s1,1691,1540
O=C(Nc1ccccc1)c1nc2ccccc2s1,1942,1714
COc1cc(/C=C/C(=O)NCCn2c(C)cc3ccccc32)cc(OC)c1OC,1857,1617
COc1cnc(-c2ccccn2)nc1Oc1ccccc1,1433,1635
CCN(CC)S(=O)(=O)c1ccc(OC)c(NC(=O)COc2ccc3c(C)cc(=O)oc3c2)c1,1847,1595
Clc1ccc(C2NCCc3sccc32)cc1 (stereo not drawn),1645,1472
CCCNC(=O)CSc1nccn1Cc1ccc(OC)cc1,1765,1545
CCOC(=O)c1sc(Nc2ccc(F)cc2)nc1C,1958,1724
COc1ccc(C(=O)Nc2nc(C)cs2)cc1S(=O)(=O)N1CCCC1,1890,1463
CCc1ccc(NC(=O)C(C)OC(=O)CCC(=O)c2cccs2)cc1 (stereo not drawn),1942,1473
Cc1nnc(SCc2cccc([N+](=O)[O-])c2)[nH]c1=O,1760,1606
CC(Oc1ccc(Cl)cc1Cl)C(=O)NC(=S)N1CCc2ccccc21 (stereo not drawn),1868,1600
Cc1oc(-c2ccccc2)cc1C(=O)Nc1cccc(/C=C\C(=O)O)c1,1455,1461
CCOc1cc(C(=O)NC(=S)Nc2cccnc2)cc(OCC)c1OCC,1554,1521
O=S(=O)(c1ccc(NC(=S)Nc2ccc(OC(F)F)cc2)cc1)N1CCOCC1,1809,1582
N#CC(C#N)=C(Nc1ccccc1)c1ccccc1,1792,1660
O=C(N/N=C/c1ccsc1)c1cc(-c2ccncc2)nc2ccccc12,1875,1580
COC(=O)CNC(=O)c1sc2ncn(CC(=O)Nc3ccc(C)c(Cl)c3)c(=O)c2c1C,1981,1571
Cc1cc(-c2ccccc2)nc(-c2ccccc2)c1C,1553,1294
CC(=O)c1ccc2noc(-c3ccc(C)cc3)c2c1,1737,1554
O=C(COC(=O)/C=C/c1cccc(F)c1)Nc1ccc(Cl)cn1,1788,1524
Cc1cc(/C=N/n2cnnc2)c(C)n1-c1ccc(Cl)cc1,1796,1583
O=C(COC(=O)c1cccs1)Nc1cc(S(=O)(=O)N2CCOCC2)ccc1Cl,1664,1340
Cc1cccc(NC(=O)c2cc([N+](=O)[O-])ccc2NC2CCCCC2)c1,2072,1742
CCCCN(CCCC)Cc1ccc(C(=O)NNC(=O)Nc2ccccc2)o1,1631,1626
COc1ccc(N(C(C)C(=O)N/N=C/c2ccc(OCC(C)C)cc2)S(C)(=O)=O)cc1 (stereo not drawn),1825,1486
O=C(OCc1ccc(COC(=O)c2cccnc2Cl)cc1)c1cccnc1Cl,1576,1544
Cc1csc(NC(=O)c2ccc(C)c(S(=O)(=O)N3CCOCC3)c2)n1,1659,1503
Clc1ccc(SCc2cn3ccccc3n2)cc1,1778,1650
